Assay outcomes from PubChem BioAssay.
KDM5B inh: blocks human KDM5B histone demethylase activity. Q9UGL1. KDM5B demethylase, FDH-coupled NADH fluorescence (FDH is formaldehyde dehydrogenase). Potency, µM (series often up to 57.7 µM), for the others: top-dose activity change, negative = inhibition, hits mostly inhibitors. actives 2.6% (n = 220,000); active = well fitted inhibition curve with a large enough effect; inconclusive = small, poorly fitted or top-dose-only effect; inactive = no such curve, though single readings can be large or run the other way; note: 0% is about no effect; nearly all actives have a fitted effect of over 70% in size
Target sequence (Q9UGL1 whole entry, looked up): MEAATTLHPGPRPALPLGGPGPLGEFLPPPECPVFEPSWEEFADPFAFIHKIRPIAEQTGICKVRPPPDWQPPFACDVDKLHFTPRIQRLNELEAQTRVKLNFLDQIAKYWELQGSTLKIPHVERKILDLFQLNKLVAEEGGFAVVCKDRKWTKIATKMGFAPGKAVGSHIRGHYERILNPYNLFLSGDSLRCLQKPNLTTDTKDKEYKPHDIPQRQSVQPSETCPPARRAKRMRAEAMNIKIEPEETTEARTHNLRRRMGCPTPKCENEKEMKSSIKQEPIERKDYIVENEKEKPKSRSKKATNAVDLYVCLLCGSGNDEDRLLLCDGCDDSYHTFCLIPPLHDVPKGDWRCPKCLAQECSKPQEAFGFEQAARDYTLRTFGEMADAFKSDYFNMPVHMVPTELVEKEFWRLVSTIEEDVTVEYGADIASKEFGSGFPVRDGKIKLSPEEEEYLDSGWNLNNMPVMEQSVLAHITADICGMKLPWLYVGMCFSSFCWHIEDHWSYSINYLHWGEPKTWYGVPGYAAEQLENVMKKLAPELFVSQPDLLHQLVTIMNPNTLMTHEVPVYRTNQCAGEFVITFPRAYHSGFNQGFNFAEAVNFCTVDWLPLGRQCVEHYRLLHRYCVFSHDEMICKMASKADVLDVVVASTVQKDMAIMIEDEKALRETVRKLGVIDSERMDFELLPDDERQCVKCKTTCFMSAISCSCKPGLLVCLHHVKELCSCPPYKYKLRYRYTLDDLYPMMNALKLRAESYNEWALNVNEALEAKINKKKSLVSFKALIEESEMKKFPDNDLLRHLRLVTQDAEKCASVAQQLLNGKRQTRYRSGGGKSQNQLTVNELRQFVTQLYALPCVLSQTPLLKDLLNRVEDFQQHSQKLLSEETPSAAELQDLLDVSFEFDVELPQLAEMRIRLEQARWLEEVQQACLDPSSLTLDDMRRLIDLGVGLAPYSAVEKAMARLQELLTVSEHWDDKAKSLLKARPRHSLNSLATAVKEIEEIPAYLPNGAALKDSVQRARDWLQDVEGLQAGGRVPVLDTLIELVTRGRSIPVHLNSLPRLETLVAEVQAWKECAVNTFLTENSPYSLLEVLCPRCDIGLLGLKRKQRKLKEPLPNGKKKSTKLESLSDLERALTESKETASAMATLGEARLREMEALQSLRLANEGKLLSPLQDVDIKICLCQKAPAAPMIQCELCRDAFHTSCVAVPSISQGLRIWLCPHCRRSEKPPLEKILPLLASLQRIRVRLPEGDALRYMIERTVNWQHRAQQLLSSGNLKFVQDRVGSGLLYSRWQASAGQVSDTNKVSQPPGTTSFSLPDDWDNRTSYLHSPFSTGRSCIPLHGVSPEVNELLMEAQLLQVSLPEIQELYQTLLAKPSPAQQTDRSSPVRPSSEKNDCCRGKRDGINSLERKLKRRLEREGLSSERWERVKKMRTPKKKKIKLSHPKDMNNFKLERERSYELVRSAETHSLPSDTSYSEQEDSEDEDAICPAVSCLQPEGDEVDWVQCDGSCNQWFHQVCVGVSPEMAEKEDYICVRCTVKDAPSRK
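Compound dilutions met 200 nM (final) KDM5BΔAP for 10 min at room temperature before substrate addition. The substrate mix held 12.5 µM H3K4me3 with cofactors 25 µM α-ketoglutarate and 50 µM Fe²⁺. NADH signal gain over 30 min defined activity.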
The depositor's hits bear a star; ? = inconclusive; [ ] = dose if it differs, or a comment. Potency is the fitted concentration of half-maximal effect.

smiles,KDM5B inh
CCOC(=O)C[C@@H]1C[C@@H](C(C)C)[C@H](CNS(=O)(=O)c2ccccc2)C=C1C,-25.2%[86.2 µM]
COc1cccc(CC(=O)N2CCCn3nc(C)c(-c4cccnc4N4CCOCC4)c32)c1,-1.2%
CNC(=O)CSc1nc2sccc2c(=O)n1-c1ccccc1,14.0%
CCC(=O)N1CCC(N2C[C@H](O)C[C@H]2C(=O)NC2CCCCC2)CC1,4.3%
CCc1ccc2c(COC(=O)c3cc(S(=O)(=O)N(C)C)ccc3NCCO)cc(=O)oc2c1,?
COc1ccc(N2Cc3cccc(C(=O)NCc4ccc(Cl)cc4)c3C2=O)cc1,?
O=C(c1ccc(Cl)cc1)N1CCC2(CC1)COc1ccccc1[S+](=O)([O-])N2,-28.7%[115 µM]
O=[N+]([O-])c1ccc(/C=N/Nc2ccc(S(=O)(=O)Nc3ccccc3)cc2[N+](=O)[O-])o1,2.1%
CC(=O)Nc1cccc(Oc2ccc3nnc(-c4ccc(Br)cc4)n3n2)c1,14.4%
CCN(CC)c1ccc(/C=N/NS(=O)(=O)c2ccccc2)cc1,0.2%
Cc1ccc(CN2CCC3(CC2)Cc2ccccc2CNC3=O)cc1C,11.0%[115 µM]
CCc1ccc2c(c1)-c1ccccc1S(=O)(=O)N2CC(=O)Nc1ccccc1OC,-2.7%
CCn1c(=O)n(-c2ccc(C)c(F)c2)c(=O)c2sc3ccccc3c21,?
COc1ccc2c(c1)Cc1sc(NC(=O)c3cccc(Cl)c3)nc1-2,?
Cc1nc([C@H]2CCN(Cc3ccc(C)c(C)c3)C[C@H]2NC(=O)C2CC2)n[nH]1,-21.8%
COc1ccc(NC(=O)CSc2nc(-c3ccccc3)[nH]c2-c2ccccc2)cc1OC,12.7%
O=C(Cn1nc2c(cc1=O)CCCCC2)Nc1nnc(C2CCCO2)s1 (configuration not stated),4.3%
C(=N\Nc1nccc(-c2cccnc2)n1)/c1ccccc1,-9.1%
O=C(Cc1cccc(Cl)c1)N1CC(c2nc(Cc3ccccc3)no2)C1,36.6%[activator]
CCn1ncc(N2CCC(NC(=O)c3cccs3)CC2)cc1=O,-11.5%
Cc1ccc(N(Cc2ccccc2)C(=O)c2ccc(F)cc2)cc1,8.0%
Cc1nn2c(c1-c1ccccc1OCc1ccccc1)N(Cc1nccn1C)CCC2,-4.9%[86.2 µM]
C#CCNC(=O)c1ccccc1NCC(=O)Nc1ccccc1OC(F)F,?
Cc1sc2nc(CSCC(=O)Nc3ccc(C(F)(F)F)cc3)[nH]c(=O)c2c1C,?
COc1cccc2c(Nc3ccccc3O)cc(C)nc12,-3.9%
COc1cncc(-c2cn(C)c(=O)n3cc(CNc4ccccc4)nc23)c1,-9.5%[86.2 µM]
COc1cc(OC)c(NC(=O)Nc2ccc3c(c2)N(C)C(=O)c2ccccc2S3)cc1Cl,-10.0%
CC(C)=CC(=O)Nc1ccc(OC2CCCC2)cc1,23.3%
CCOc1ccc(CN(CCOC)C(=O)C2CCCN(C(N)=O)C2)cc1 (configuration not stated),19.9%
COc1ccc(S(=O)(=O)NC2CCN(C(=O)Nc3cc(Cl)ccc3OC)CC2)cc1,5.2%
CN(CCC1CCCCO1)C(=O)c1coc(COc2cccc(F)c2)n1 (configuration not stated),-7.4%
Cc1ccc(C(=O)NCc2nnc3cc(-c4nc(C(C)C)no4)ccn23)cc1F,7.08µM*
COc1ccc(C(=O)C[n+]2cccc(Br)c2)cc1,21.9%
CCN(C(=O)CSc1nnc(-c2ccc(Cl)cc2)o1)c1ccccc1,-5.4%
COc1ccc(C(=O)N[C@@H]2C(=O)Nc3c(c(C)nn3C)[C@H]2c2ccc(C)cc2)cc1OC,7.2%
COc1cccc(N2CCN(C(=O)c3cc4c(=O)n(Cc5cccs5)ccc4nc3C)CC2)c1,?
COc1ccc(C2Cn3cnc(C(=O)N4CCC(C(=O)NCc5ccc(F)cc5)CC4)c3CO2)cc1 (configuration not stated),-4.0%
CCc1ccc(-n2c(-c3ccccc3)c(C)n3c4c(=O)n(C)c(=O)n(C)c4nc23)cc1,-19.0%
CC(=O)Nc1ccccc1SC(F)(F)F,26.2%
O=[N+]([O-])c1c(Nc2ccccc2Cl)ccc2nonc12,-9.6%
Cc1cccc(OCc2nnc3sc(-c4ccccc4)nn23)c1,-2.0%
CCOC(=O)C1(Cc2cccc(OC)c2)CCCNC1 (configuration not stated),19.8%
COc1ccc2c(c1)c1c(c(=O)n(-c3ccccc3)c(=O)n1CC(=O)Nc1ccc(F)cc1)n2C,?
Cc1ccc(NC(=O)c2ccc(NC(=O)N3CCSc4ncccc43)cc2)c(Cl)c1,?
CCOC(=O)c1cn(Cc2ccc(C)cc2)c2cc(F)ccc2c1=O,14.5%
Cc1cccc(N(C)S(=O)(=O)c2nnc(NC(=O)C3CCCCC3)s2)c1,-2.0%
CC(C)NC(=O)Cn1c(=O)nc(-c2ccccc2)c2ccccc21,-15.5%
COc1cc(Cl)ccc1OCc1nc2c(n1Cc1ccccc1)C(=O)N(CC1CCOCC1)CCN2,-11.5%
C[S+](=O)([O-])c1cccc(-c2ncc3c(n2)OCCN(Cc2ccccc2)C3=O)c1,1.7%[86.2 µM]
CC1CCN(c2nc(SCC(=O)N3CCOCC3)c(C#N)c3c2CCCC3)CC1,?

The results go on.
smiles,KDM5B inh
Cc1cccc(C)c1NC(=O)CN(C)C(=O)Cc1cccc(C(F)(F)F)c1,19.3%
Cn1c(C=C(C#N)C#N)ccc1-c1ccc(Cl)cc1,14.8%
O=C1COc2ccc(-c3ccsc3)nc2CN1Cc1ccccc1F,-23.9%[86.2 µM]
O=C(Nc1cccc(F)c1)N1CCC(O)(c2csc(CN3CCc4ccccc4C3)n2)CC1,-0.3%
Oc1ccccc1C(=S)N1CCN(C(=S)c2ccccc2O)CC1,?
O=C(C[C@@H]1CCNC[C@@H]1Cc1cc(CC2CCCCC2)on1)NCc1ccccc1,4.4%[86.2 µM]
COc1ccc(C=O)cc1I,3.7%
CC(C)CNC[C@H]1O[C@H](Cc2cc(CN3CCOCC3)on2)CC[C@@H]1O,189.9%[activator][86.2 µM]
NNc1c(F)c(F)c(Br)c(F)c1F,20.7%
COc1cc(OC)c(NC(=O)c2cnn(-c3cccc(Cl)c3C)c2C2CCN(C(=O)OC(C)(C)C)CC2)cc1Cl,-9.0%

Reformatted with each value named: entries from further up.
COc1ccc(S(=O)(=O)NC2CCN(C(=O)Nc3cc(Cl)ccc3OC)CC2)cc1
  KDM5B inh = 5.2%

CN(CCC1CCCCO1)C(=O)c1coc(COc2cccc(F)c2)n1 (configuration not stated)
  KDM5B inh = -7.4%

Cc1ccc(C(=O)NCc2nnc3cc(-c4nc(C(C)C)no4)ccn23)cc1F
  KDM5B inh = 7.08µM*

COc1ccc(C(=O)C[n+]2cccc(Br)c2)cc1
  KDM5B inh = 21.9%

Continued:
smiles	KDM5B inh
CN1CCC(N2C[C@H](O)C[C@H]2c2nc(Cc3ccccc3)no2)CC1	-30.0%[86.2 µM]
O=C(CCc1ccccc1)N1CCC(c2noc(-c3cccnc3)n2)C1 (configuration not stated)	18.3%
O=C(Cn1cnc2cc([N+](=O)[O-])ccc2c1=O)Nc1ccccc1-c1ccccc1	29.5%
C/C(=C\c1ccccc1)C1Nc2ccc3ccccc3c2C2=C1C(=O)CC(C)(C)C2 (configuration not stated)	?
O=C(CCC1CCCN(S(=O)(=O)c2ccccc2)C1)NC1CC1 (configuration not stated)	8.8%
COc1ccc(/C=N/NC(=O)c2c(C)nc3ccc(Br)cn23)cc1OC	-10.5%
CSc1cccc(NC(=O)CN2CCN(Cc3ccccc3C)S2(=O)=O)c1	-22.6%
O=C(c1ccccc1Cl)N1CC(c2nc(CCc3ccccc3)no2)C1	-4.9%
CC(=O)N1CCN(CC(=O)Nc2c(C#N)c(C)c(C)n2C2CCCCC2)CC1	15.6%
c1cc2nc(C3CCCCN3)[nH]c2cn1 (configuration not stated)	?
N#C/C(=C\c1ccc(-c2cccc([N+](=O)[O-])c2)o1)C(=O)Nc1nc(-c2cccs2)cs1	-3.5%
O=C(Cc1c[nH]c2ccccc12)NCC(=O)N1CCCCCNC(=O)CC1c1ccccc1 (configuration not stated)	13.1%
CN(Cc1ccccc1)C(=O)COc1ccc2c(=O)c(-c3ccc(Cl)cc3)coc2c1	-11.5%
Cc1ccc(CNc2oc(Cc3ccccc3)nc2C#N)cc1	-15.2%
COc1ccc(/C=C2/N=C(c3ccc(Cl)cc3Cl)NC2=O)cc1	-1.9%
Cc1nc(-c2c[nH]c3ccccc23)c(C)s1	-3.3%
O=C(Nc1cc(-c2nc3cc(Cl)ccc3o2)ccc1Cl)c1ccco1	-5.1%
CC1(C)CNC(=O)c2nc(CCSCc3ccco3)[nH]c2C1	-0.3%
Cc1cn2nc(C(=O)NCc3ccc(C(C)C)cc3)cc2c(=O)[nH]1	?
CC(NC(=O)COC(=O)c1cc(=O)c2ccccc2o1)c1ccccc1 (configuration not stated)	11.1%
CCc1ccc(CN(Cc2ccco2)c2cnc(S(C)(=O)=O)nc2C(=O)Nc2cccc(C)c2)cc1	?
O=C1CC(c2ccccc2)N(Cc2ccc3c(c2)CCO3)CCCCCCN1 (configuration not stated)	12.5%
COc1ccc([C@@H](NC(=O)CN2CCCCCC2=O)C2CC(O)C2)cc1F (some centres not stated)	0.3%
Cc1cc(C)c(NC(=O)CC(C)(C)CC(=O)O)c(C)c1	21.6%
COC(=O)Cn1cnc2c1c(=O)n(C)c(=O)n2C	15.1%
O=[S+]([O-])(c1ccccc1)N1CC2(COCCN(Cc3ccc(F)cc3F)C2)C1	-17.8%[86.2 µM]
COCCCn1c(CN(C)CCc2ccccc2)cnc1S(=O)(=O)C1CCCC1	-12.6%
CC1=C(C(=O)N2CCN(c3cccc(C)c3C)CC2)C2(CCCCC2)OC1=O	-7.1%
COc1ccc(CC(=O)NC(c2cccs2)C(C)C)c(OC)c1OC (configuration not stated)	19.7%
Cc1cc(C)c2oc(C(=O)Nc3ccc(S(=O)(=O)Nc4nccc(C)n4)cc3)cc(=O)c2c1	-14.8%
O=C(NCc1ccccc1-c1ccccc1)c1cn(Cc2ccc(F)cc2)nn1	9.4%
Cc1cc(C)cc(C(=O)NC2CCN(c3cnn(C)c(=O)c3)CC2)c1	-4.0%
COc1ccc(C(C)=O)cc1CC(=O)NC1CCCCCC1	5.1%
C[C@H]1COc2cc(Br)ccc2S(=O)(=O)N1Cc1cn(Cc2ccc(C(F)(F)F)cc2)nn1	-0.7%
COc1ccc(-n2nnc(-c3nsc(NC(=O)c4cccs4)n3)c2C)cc1OC	12.2%
O=C(NC1CC1)c1cc(-c2ccc3c(c2)OCCO3)nc2ccccc12	?
COCCCNCCSc1ccc(Cl)cc1	3.3%
O=C1NC(=NC2CCCCC2)C2(CCN(S(=O)(=O)c3cccs3)CC2)N1c1cc(F)cc(F)c1	1.8%[115 µM]
COC[C@H]1CCCN1Cc1nc(C2(O)CCN(C)CC2)cs1	-13.0%[86.2 µM]
CCc1ccc2c(c1)NC(c1ccc(C)cc1)=NC(c1cccs1)=N2	-11.0%
COCCNC(=O)Cc1c(C)c2c(cc(C)c3c(C(C)(C)C)coc32)oc1=O	?
Cc1cccc(NC(=O)CN2CCN(CCc3ccccc3)CC2)c1	-6.6%
COCC(=O)N1CCN(c2oc(-c3ccccc3)nc2S(=O)(=O)c2ccccc2)CC1	-26.0%
Cc1ccccc1CNC(=O)CCCn1nc(C)c2sc3ccccc3c2c1=O	?
COc1ccc(CNC(=O)Cn2ncc3c(=O)oc4ccc(C)cc4c32)c(OC)c1	-15.9%
Clc1cccc(Cl)c1Cn1nnc(N2CCCC2)n1	-19.4%
COc1ccc2nc([C@H]3CCN(Cc4ccccc4)C3)[nH]c2c1	?
COc1ccc(OC2CCN(C(C)=O)CC2)c(C(=O)NCCc2ccccc2OC)c1	25.1µM*
CC(O)CNS(=O)(=O)c1cc(Cl)c(Cl)cc1Cl (configuration not stated)	10.2%
COCC1CN(S(=O)(=O)c2ccc(C)cc2)CC12CCOCC2 (configuration not stated)	12.9%
Cc1ccc(-c2cc3c(=O)n(CCNC(=O)c4cc(Cl)ccc4F)ccn3n2)cc1C	?
O=C1CCN(C(=O)c2ccccc2)CCCC(C(=O)NCC2CC2)CCN1 (configuration not stated)	-8.4%
Cc1cccc(N2Cc3ccc(Br)cc3C2)c1	-6.3%
O=C1CCN(Cc2ccncc2)CCCC(c2nc(-c3cccnc3)no2)CCN1 (configuration not stated)	?
COc1ccc(OC)c(C(C)NCc2cn[nH]c2-c2ccc(F)cc2)c1 (configuration not stated)	-20.7%
CC(=O)c1cccc(N(C(=O)c2ccco2)C(C(=O)NC2CCCC2)c2ccccc2F)c1 (configuration not stated)	10.3%
O=C(Nc1ccc(Oc2ccccc2)cc1)N[C@H]1CO[C@H]2[C@@H]1OC[C@H]2OC(=O)Nc1cccc(C(F)(F)F)c1	-21.4%
CCOc1ccc(CN2C[C@@H](CO)[C@H](c3ccncc3)C2)cc1	-0.4%
CCCNc1ncc(CN2CCC(Cc3nn(C)c(=O)n3CC)CC2)cn1	?
Cc1cccc(OCC(=O)N2CCC[C@H]2c2nc(-c3ccccc3)no2)c1	-19.4%

Next structures
smiles	KDM5B inh
Cc1cc(C)c(S(=O)(=O)N2CC(c3nc(Cc4ccccc4)no3)C2)cc1C	-1.0%
O=C(CSc1nccn2nc(-c3cccc4ccccc34)cc12)NCc1ccc(F)cc1	-22.8%
Fc1ccccc1CNCCN1CCCC1	9.6%
CNC1(c2nnnn2-c2c(C)cccc2C)CCOC(C)(C)C1 (configuration not stated)	35.5%

An excerpt. The share of hits here may be higher or lower than overall.
